Screening data as filed in PubChem.
INS promoter inh: TRM-6 insulin promoter activity inhibition; actives 0.9% (n = 130,000); TRM-6 cells (human fetal islet line), insulin promoter-eGFP reporter, imaging; reporter expression induced with tamoxifen; inhibition, % at 2 µM;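 active = inhibition above the mean plus 3 SD, with well images judged a real hit on visual review, cut at about 60% in these data, passing the limit was not always enough; inconclusive = inhibition over the cutoff but images rejected on review; inactive = inhibition not above the cutoff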
sdo1 growth: sdo1-depleted yeast growth rescue | S. cerevisiae sdo1-depleted JHY4D growth rescue, OD600 30 h; active compounds read high; pdr5 snq2 efflux-pump mutant strain | z-score at 10 µM | actives 0.21% (n = 140,000) | AID 817;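 active = z-score above 3 at both the 24 hr and the 30 hr optical density reads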;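 note: z-score against mean and SD of all compound wells on the same plate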
sdo1 growth Rescue 24 h: second read-out of sdo1 growth, no call of its own (marks repeat the call); z-score; S. cerevisiae sdo1-depleted JHY4D growth rescue, OD600; measured here: growth rescue at 24 h;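 0 is the plate mean of compound wells and units are plate SD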
Active calls of the source: *; ? = inconclusive; . = no result given; [ ] = another dose, or the depositor's remark.

The opening 4 compounds, to show the layout:
SMILES	INS promoter inh	sdo1 growth	sdo1 growth Rescue 24 h
O=C(/C=C/c1ccc(Cl)cc1Cl)n1cccn1	0.0	-0.55	-0.93
CN(C)Cc1ccc(O)c(CCc2ccccc2)n1	33.3	1.95	1.94
CCOCC(=O)N1CCc2ccccc21	19.1	0.01	1.8
NS(=O)(=O)c1ccc(Nc2nc(-c3ccc(O)cc3O)cs2)cc1	-14.3	1.19	1.29

The whole of this part, previewed entries included:
SMILES	INS promoter inh	sdo1 growth	sdo1 growth Rescue 24 h
O=C(/C=C/c1ccc(Cl)cc1Cl)n1cccn1	0.0	-0.55	-0.93
CN(C)Cc1ccc(O)c(CCc2ccccc2)n1	33.3	1.95	1.94
CCOCC(=O)N1CCc2ccccc21	19.1	0.01	1.8
NS(=O)(=O)c1ccc(Nc2nc(-c3ccc(O)cc3O)cs2)cc1	-14.3	1.19	1.29
CCc1c(C(=O)Nc2cc(C)ccc2OC)[nH]c(C)c1C(C)=O	25.7	-2.13	-0.84
O=C(O)c1cccc(NC(=S)N/N=C/c2cccc(O)c2)c1	77.8*	.	.
Cc1ccc(/C=C/C(=O)N2CCC(Cc3ccccc3)CC2)cc1	25.0	-0.8	-0.37
Cc1ccc(-n2c(SCC(=O)NCCN3C(=O)CSC3=O)nnc2-c2ccccc2)cc1C	.	0.46	0.52
CCOC(=O)N1CCN(C(=O)Nc2ccccc2Cl)CC1	-14.3	0.79	1.02
COc1ccccc1/C=N\Nc1cn[nH]c(=O)c1Cl	-50.0	.	.
CCn1c(CNc2ccc(F)cc2)nnc1SCC(=O)OC1CCCCC1	8.3	-0.71	-0.66
C/C(=N\N=C1\NC(=O)CC(C(=O)O)S1)c1cccs1 (stereo not drawn)	0.0	-0.62	-2.2
CC(C)c1ccc(C(=O)N(c2ccccn2)C(C)c2ccco2)cc1 (stereo not drawn)	-47.1	-0.7	-0.38
CCN(CC)CCCNC1CCS(=O)(=O)C1 (stereo not drawn)	?	0.94	1.11
Cc1ccc(CNC(=O)Cn2cc(C(F)(F)F)ccc2=O)cc1	29.6	-0.18	-0.12
CCC1CCCCN1C(=O)Cn1c(=O)oc2ccccc21 (stereo not drawn)	.	0.2	-0.31
Cc1cc(N/N=C/c2ccccc2Br)nc2ccccc12	-8.8	-1.75	-1.39
CC(=O)Nc1ccc(Oc2ncccn2)c(Cl)c1	9.4	0.99	0.6
COc1cc(/C=C(\NC(C)=O)C(=O)NC(C)(C)CC(C)(C)C)ccc1OC(C)=O	.	0.93	0.57
COc1ccc(CNC(=O)C2CCCN2S(=O)(=O)c2ccc(S(=O)(=O)N(C)C)cc2)cc1 (stereo not drawn)	0.0	0.16	0.28
Nc1n[nH]c2c1C1(CCCCC1)Cc1ccccc1-2	40.6	0.41	0.75
COc1cccc(-c2nc3ccccc3s2)c1	28.6	0	-0.06
CCN(C(=O)COc1cc(=O)n(CC)c2ccccc12)c1cccc(Cl)c1	-40.0	-0.5	0.07
COC(=O)c1cccc(NC(=O)COC(=O)CSc2nc(C)cc(C)n2)c1	.	0.39	-0.23
COCC(C)n1c(=O)sc2ccccc2c1=O (stereo not drawn)	-43.8	.	.
CS(=O)(=O)N1CCC(C(=O)Nc2ccc(F)cc2F)CC1	-26.3	0.64	0.51
Cc1cc(C(=O)NCCC(c2ccccc2)c2ccccc2)c(C)o1	-23.3	-1.43	-1.1
CC(=O)NC(Cc1ccccc1)c1ccc2c(c1)OCCCO2 (stereo not drawn)	25.0	-0.08	-1.47
CCOC(=O)CN(C(=O)CSc1nnc(C)n1-c1ccccc1)c1ccccc1	-19.4	0.81	0.67
O=C(NC(=S)NCCN1CCOCC1)c1ccccc1Cl	-25.6	0.72	0.38
CCOC(=O)c1c(Nc2ccccc2)sc(/C=C2\C=Nc3ccccc32)c1O	21.1	-1.48	-0.44
C/C(CC(=O)NCc1ccco1)=N\NC(=O)CC#N	-21.1	.	.
COc1cccc(OC)c1OCCCOc1ccc(C)cc1Br	-51.7	0.23	0.4
Cc1ccc(S(=O)(=O)n2c([N+](=O)[O-])cnc2C)c(C)c1C	-41.7	0.35	-1.59
Cc1ccc(C(=O)OCC(=O)Nc2ccc3c(c2)OCO3)cc1S(=O)(=O)N1CCOCC1	-31.6	-0.11	-0.61
CCCCC(=O)Nc1cccn2ncnc12	-3.7	.	.
c1csc(-c2nnc(N3CCCCCC3)c3ccccc23)c1	.	-1.69	-1.44
COC(=O)C1=C(C)N(c2ccc(C(=O)OC)cc2)C(=O)C1	-6.7	-0.34	-0.04
CN(C)S(=O)(=O)c1cccc(NC(=O)COC(=O)c2cccc(S(=O)(=O)N3CCc4ccccc4C3)c2)c1	-46.7	0.08	0.6
O=C(NNC1CC(=O)N(c2ccc3c(c2)OCCO3)C1=O)c1ccc(Cl)cc1 (stereo not drawn)	30.0	.	.
COC(=O)c1c(C)[nH]c(O)c1C=Nc1ccc(C(C)C)cc1	-43.8	-2.15	-2
CS(=O)(=O)N1CCC(C(=O)N2CCc3ccccc3C2)CC1	15.0	1.2	0.31
COc1ccc(COC(=O)Nc2cn(C)nc2C(F)(F)F)cc1	-11.6	.	.
COc1ccc(-n2c(COc3cccc(C)c3)nnc2SCC(=O)NCc2ccco2)cc1	53.1	-1.33	-1.17
CN(C)CCOc1cccc(Cl)c1	20.0	0.88	0.15
COc1ccc(NC(=O)c2cccnc2SC)cc1S(=O)(=O)N1CCCCC1	.	1.27	0.78
CC1(C)CC(=O)N(Cc2ccccc2)C(=O)C1	.	1.06	0.78
CC1CC(=O)c2cnc(NCc3ccco3)nc2C1 (stereo not drawn)	50.0	1.72	0.23
COC(=O)CC(NS(=O)(=O)c1cccs1)c1cccc2ccccc12 (stereo not drawn)	23.3	-0.11	-0.42
COc1cccc(C(=O)NC2CC3CCCC(C2)N3CC(=O)Nc2ccccc2)c1 (stereo not drawn)	62.5	0.98	0.59

Other records:
SMILES	INS promoter inh	sdo1 growth	sdo1 growth Rescue 24 h
N#CC1=C(N)Oc2c(O)cc3ccccc3c2C1c1ccsc1 (stereo not drawn)	.	0.8	1.07
COC(=O)[C@@H](NC(=O)NC(C)CCc1ccccc1)C(C)C (stereo partly drawn)	.	0.85	0.73
CC(C)(C)c1ccc(NC(=O)CSc2nnc(-c3n[nH]c4ccccc34)o2)cc1	63.0	-1.07	-0.89
CC1CC1C(=O)OCC(=O)Nc1ccccc1Oc1ccccc1 (stereo not drawn)	42.9	.	.
Cc1cc(C)cc(N(C(=O)c2ccccn2)C(C(=O)NC2CCCCC2)c2cccs2)c1 (stereo not drawn)	-54.8	-0.84	-0.73
CC12CN3CC(C)(CN(C1)C3c1ccc(Cl)cc1Cl)C2=O (stereo not drawn)	.	-1.3	-1.52
CS(=O)(=O)N(CC(O)CON=C1c2ccccc2-c2ccccc21)c1ccc(F)cc1 (stereo not drawn)	-6.2	-0.93	-0.31
O=C(CSc1nnc2ccccn12)NCc1cccs1	-3.1	0.09	0.53
COc1cc(/C=N/NC(=O)c2ccoc2C)ccc1O	.	2.59	3.62
O=C(CCNS(=O)(=O)c1ccc(Br)s1)NCc1ccc(F)cc1	-31.2	.	.
O=C(COC(=O)c1ccc[nH]c1=O)NCCc1ccc(F)cc1	0.0	.	.
O=C(COc1ncnc2sccc12)NC1CCCc2ccccc21 (stereo not drawn)	.	-0.14	-0.38
O=C(CN1C2=NCCN2c2ccccc21)c1ccc2c(c1)OCO2	45.5	0.13	-0.59
Cc1ccc(NC(=O)COC(=O)C(CC(C)C)N2C(=O)C3CC=CCC3C2=O)c(C)c1 (stereo not drawn)	.	-0.08	-0.4
CN(C)c1ccc(C(=O)/C=C/c2ccc(Br)cc2)cc1	11.7	-0.36	0.21
CCc1cccc(NC(=O)CN2C(=O)NC3(CCCCCCC3)C2=O)c1	.	1.81	3.09
Cc1cccn2c(=O)c3cc(C(=O)NCc4ccco4)c(=N)n(CCOCCO)c3nc12	11.1	0.73[10.3 µM]	0.98
Cc1ccc(S(N)(=O)=O)cc1NC(=O)/C=C/c1cccs1	7.1	0.15	-0.29
O=[N+]([O-])c1cc(/C=N/n2c(-c3cccnc3)n[nH]c2=S)ccc1Cl	-93.3	0.08	2.24
COc1ccc(C(=O)NNC2=NC(C)(C)Cc3ccccc32)cc1	-23.1	0.2	-0.14
COc1ccc(C(=O)Nc2ccc(NC(=O)c3cccs3)c(OC)c2)cc1Cl	46.7	.	.
Cc1ccc(C(=O)O)cc1NC(=S)NC(=O)c1ccc(-c2ccccc2)cc1	5.9	.	.
NC(=O)c1cnn(C2CCS(=O)(=O)C2)c1 (stereo not drawn)	-13.3	.	.
CC1=C(C#N)C(NC(=O)C2CCCCC2)(C(F)(F)F)C(=O)N1 (stereo not drawn)	28.6	1.09	0.49
CCn1c(=O)cc(SCC(=O)Nc2cc(OC)c(OC)c(OC)c2)c2ccccc21	-10.5	0.53	-0.08
CCN1CCN(CCCNC(=O)c2csc3c2CCCCC3)CC1	-9.1	0.29	-0.39
Cc1cccc(CCNC(=O)C2CCCN(S(=O)(=O)c3cccc4nsnc34)C2)c1 (stereo not drawn)	.	-0.27	0.07
CC(=O)NC1=NN(C(C)=O)C(C)(CS(=O)(=O)c2ccc3ccccc3c2)S1 (stereo not drawn)	-14.3	-0.25	-0.3
CC(C)c1onc(C(=O)NCc2cccs2)c1[N+](=O)[O-]	29.4	.	.
COc1ccc(-c2csc(N)n2)cc1	-14.3	0.53	-0.78

Rewritten with values under each structure: entries from further up.
Each structure is followed by: INS promoter inh | sdo1 growth | sdo1 growth Rescue 24 h
> COc1ccc(C(=O)Nc2ccc(NC(=O)c3cccs3)c(OC)c2)cc1Cl
  46.7 | . | .
> Cc1ccc(C(=O)O)cc1NC(=S)NC(=O)c1ccc(-c2ccccc2)cc1
  5.9 | . | .

Next section
SMILES	INS promoter inh	sdo1 growth	sdo1 growth Rescue 24 h
COc1cc(CNCc2cccs2)ccc1OCC(N)=O	-2.4	1.27	0.36
O=C(COC(=O)c1ccc(Cl)cc1O)NC(=O)C1CCCCC1	-277.8	.	.
CCOc1ccc(-c2nc(C#N)c(NCc3ccco3)o2)cc1	69.2	.	.
CCS(=O)(=O)NCC(c1cccnc1)N1CCN(c2ccc(OC)cc2)CC1 (stereo not drawn)	18.2	.	.
Cc1nn(Cc2ccccc2Cl)c(C)c1NC(=O)CCCn1nc([N+](=O)[O-])c(Cl)c1C	-46.4	0.35	0.57
COC(=O)CCC(=O)Nc1cccc2c(NC(=O)CCC(=O)OC)cccc12	11.1	1.21	1.26
CCNNC(=O)C(O)(c1cccc(C)c1)c1cccc(C)c1	.	-0.66	-1.2
CCOC(=O)CC(NS(=O)(=O)c1ccc(OC)c(C)c1)c1cccc([N+](=O)[O-])c1 (stereo not drawn)	-46.7	-0.35	0.3
Cc1cc(C)n(S(=O)(=O)c2cc(C)c(C)cc2C)n1	-4.1	0.07	0.28
Cc1ccccc1CNc1nc(N)n(-c2ccccc2)n1	.	0.42	0.44

Reprinted from the part before: 6 compounds; new compounds follow.
SMILES	INS promoter inh	sdo1 growth	sdo1 growth Rescue 24 h
Cc1nn(Cc2ccccc2Cl)c(C)c1NC(=O)CCCn1nc([N+](=O)[O-])c(Cl)c1C	-46.4	0.35	0.57
COC(=O)CCC(=O)Nc1cccc2c(NC(=O)CCC(=O)OC)cccc12	11.1	1.21	1.26
CCNNC(=O)C(O)(c1cccc(C)c1)c1cccc(C)c1	.	-0.66	-1.2
CCOC(=O)CC(NS(=O)(=O)c1ccc(OC)c(C)c1)c1cccc([N+](=O)[O-])c1 (stereo not drawn)	-46.7	-0.35	0.3
Cc1cc(C)n(S(=O)(=O)c2cc(C)c(C)cc2C)n1	-4.1	0.07	0.28
Cc1ccccc1CNc1nc(N)n(-c2ccccc2)n1	.	0.42	0.44
Nc1cc(Cl)ccc1N1CCOCC1	.	0.5	0.37
CCOc1ccc(N=Nc2c(=O)[nH]n3c(=O)c4c([nH]c23)CCCC4)cc1	0.0	1.23	0.95
O=C(Cc1cccs1)N1CCN=C1SCc1ccc(F)cc1	-28.6	.	.
Cc1nnc(SCC(=O)N2c3ccccc3C(C)(c3ccccc3)CC2(C)C)s1 (stereo not drawn)	-7.4	-0.34	0.25
CC(C)Oc1ccc2c(=O)c(-c3ccccc3)coc2c1	-39.1	-2.02	-2.03
c1ccc(OCCCc2nc(-c3ccccn3)no2)cc1	27.3	-0.13	-0.51
CCc1ccc(O)c(N=Cc2cccc(C)c2O)c1	20.0	0.47	0.23
CCOc1ccc(OCC)c(-c2c(=O)n(OCc3ccc(C(C)(C)C)cc3)c3ccccc3[n+]2[O-])c1	-46.7	-0.04	0.28
COc1cccc(C(=O)NCc2cn3ccsc3n2)c1	.	0.89	0.42
CN1c2ccccc2C(C)(C)C12CC(c1ccc(S(=O)(=O)N3CCCCC3)cc1)=NO2 (stereo not drawn)	53.6	-0.04	0.22
COc1ccc(/C=N/NC(=S)SC)cc1OC	-6.7	.	.
COCCN1C(=O)C(=O)/C(=C(/O)c2ccc3c(c2)OCCO3)C1c1ccc(C(=O)OC)cc1 (stereo not drawn)	17.6	-0.13	0.85
Cc1ccc(NN2C(=O)C=CC2=O)cc1	11.8	2.1	2.96
CCOC(=O)N1CCc2c(sc3nc(SC(C)C)n(N)c(=O)c23)C1	.	-0.79	-0.49
CCC1(C)Cc2c(C#N)c(N)n(-c3ccccc3)c(=O)c2CO1 (stereo not drawn)	-17.1	0.69	0.89
Cc1ccccc1Cc1c(C)nc2nc(SCC(=O)NCc3ccco3)nn2c1C	40.0	-0.66	-0.1
